MEP2 TOR yeast = modulators of MEP2-GFP levels in yeast, primary screen, S. cerevisiae, multiplex flow cytometry, MLPCN library; GFP response vs DMSO, % at 10 µM; 330,000 tested, 0.51% active; S. cerevisiae MEP2-GFP strain, 3 h; 100% = DMSO control level;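 active means GFP response versus DMSO above a set limit, roughly screen mean plus 3 SD, cut at about 180% in these data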;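 further: median GFP fluorescence of the barcode-gated MEP2-GFP cells per well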
VLA-4 inh = inhibition in human VLA-4 binding assay, primary screen, VLA-4 allosteric modulator project, MLPCN library, flow cytometry, VLA-4 expressing cells. Integrin alpha-4 (Homo sapiens), P13612. ligand binding flow cytometry. inhibition, % (about 7 µM as worked out from the volumes in the protocol). 330,000 tested, 0.2% active. AID 2557, 2010; in the data active means inhibition above about 50%
LAP4-GFP MLPCN = modulators of LAP4-GFP expression in yeast, primary screen, S. cerevisiae, multiplex flow cytometry, MLPCN library | 3 h; median GFP as percent of DMSO wells | GFP response vs DMSO, % at 10 µM | 320,000 tested, 0.34% active | AID 2023, 2009;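 active means GFP response vs DMSO above a set limit, about the screen mean plus 3 SD, cut at about 150% in these data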
Yeast superoxide = reduction of superoxide in aged yeast, primary screen, HTS. S. cerevisiae aged cells, superoxide DHE fluorescence; active compounds read low. superoxide response (% of plate mean), % at 10 µM. AID 2690, 2010. 330,000 tested, 0.18% active;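 active means superoxide response under a set limit, about three screen SD below normal, cut at about 65% in these data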;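 further: yeast aged for seven days with compound at 30 °C before DHE staining; 100% = average MFI of all compound-treated wells on the plate with controls excluded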
CIT2-GFP yeast = modulators of CIT2-GFP expression in yeast, primary screen, S. cerevisiae, GFP fusion, multiplex flow cytometry, MLPCN library; S. cerevisiae CIT2-GFP strain, 3 h; 100 means same as DMSO wells; GFP response vs DMSO, % at 10 µM; 320,000 tested, 0.065% active;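 active means GFP response relative to DMSO above a set limit, near the screen mean plus 3 SD, cut at about 150% in these data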;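 further: ratio of well median GFP fluorescence to mean of DMSO wells on the plate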
GRK2 aptamer HTS = compounds blocking aptamer binding on GRK2 – biochemical, human GRK2, bead flow cytometry, HTS, primary screen | Beta-adrenergic receptor kinase 1 (Homo sapiens), P25098 | FAM-aptamer displacement from GRK2 | inhibition of aptamer binding, % at 10 µM | 330,000 tested, 0.59% active | AID 488847, 2010;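 active means inhibition of aptamer binding above 40%, roughly 3 SD of noise, on plates passing a quality check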;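 further: median bead fluorescence of bound FAM aptamer so fluorescent compounds give negative values; no value below 0 was filed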
Target sequence (P25098 whole entry, looked up): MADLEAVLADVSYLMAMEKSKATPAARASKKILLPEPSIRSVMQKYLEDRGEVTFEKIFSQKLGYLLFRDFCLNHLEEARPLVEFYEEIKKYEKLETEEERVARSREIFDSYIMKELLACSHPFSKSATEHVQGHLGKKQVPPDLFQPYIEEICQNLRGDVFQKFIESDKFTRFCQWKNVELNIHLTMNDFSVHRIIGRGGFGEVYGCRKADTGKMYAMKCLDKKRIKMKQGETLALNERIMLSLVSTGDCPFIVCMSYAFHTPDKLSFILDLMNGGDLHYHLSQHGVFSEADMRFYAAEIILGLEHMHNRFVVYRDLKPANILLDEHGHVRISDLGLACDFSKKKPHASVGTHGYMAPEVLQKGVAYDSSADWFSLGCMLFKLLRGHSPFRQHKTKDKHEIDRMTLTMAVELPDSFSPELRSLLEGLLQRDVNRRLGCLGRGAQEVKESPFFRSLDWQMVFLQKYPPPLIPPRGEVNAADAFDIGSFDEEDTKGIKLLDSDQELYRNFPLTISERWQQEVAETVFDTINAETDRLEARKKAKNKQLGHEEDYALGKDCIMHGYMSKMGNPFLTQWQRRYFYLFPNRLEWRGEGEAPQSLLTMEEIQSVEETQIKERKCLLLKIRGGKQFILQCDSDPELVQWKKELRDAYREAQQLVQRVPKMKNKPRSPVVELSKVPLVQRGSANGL
AGP1-GFP MLPCN = modulators of AGP1-GFP expression in yeast TOR pathway, primary screen, cell-based, multiplex flow cytometry, S. cerevisiae, MLPCN library. 320,000 tested, 0.02% active. GFP response vs DMSO, % at 10 µM. 3 h; GFP as percent of DMSO wells;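 active means GFP response relative to DMSO above a set limit, near screen average plus 3 SD, cut at about 150% in these data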;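 further: median GFP channel fluorescence of the gated AGP1 strain per well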
RPL19A-GFP yeast = RPL19A-GFP expression modulators in yeast, primary screen, cell-based, S. cerevisiae, multiplex flow cytometry, MLPCN | S. cerevisiae RPL19A-GFP strain, 3 h; active compounds read low | percent response vs DMSO, % at 10 µM | 330,000 tested, 0.3% active | AID 2025, 2009;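 active means percent response vs DMSO below 50%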;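 further: median channel GFP fluorescence of the barcoded RPL19A-GFP strain; ratio of sample median GFP to plate DMSO average so 100% = DMSO; lower means less RPL19A-GFP as with rapamycin TOR inhibition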
* marks the source's active call; other numbers are inactive results; i = inactive.

SMILES	MEP2 TOR yeast	VLA-4 inh	LAP4-GFP MLPCN	Yeast superoxide	CIT2-GFP yeast	GRK2 aptamer HTS	AGP1-GFP MLPCN	RPL19A-GFP yeast
CC(C)(C)NC(=O)NC(=O)COc1ccccn1	103	-2	93	124	87	2	105	102
CC(=O)Nc1nnc(COc2ccc(Cl)cc2)s1	104	14	107	114	103	4	90	103
COCCNC(=O)Cc1c(C)c2c(cc(C)c3c(C(C)(C)C)coc32)oc1=O	104	34	95	111	107	0	100	103
CC(C)OCCCNc1ncc2c(n1)CC(c1ccccc1)CC2=O (stereo not drawn)	103	-8	102	122	106	1	97	104
O=C(Cn1c(NCCCO)nc2ccccc21)c1ccc(Br)cc1	99	-3	90	110	101	0	100	99
Cc1ccc2c(c1)c1c(n2CC(O)CNC(CO)(CO)CO)CCCC1 (stereo not drawn)	105	6	98	97	98	0	99	94
COC(=O)CC1(C(=O)OC)Oc2ccc(Br)cc2C(=O)N1c1cc(Cl)cc(Cl)c1 (stereo not drawn)	103	-3	113	84	99	4	108	99
OCC1(CCc2ccccc2)CCCN(CCCc2ccccc2)C1 (stereo not drawn)	100	-6	85	99	104	0	93	100
COc1cccc(CN(C)C(=O)c2cc(S(=O)(=O)N3CCCCCC3)ccc2OC)c1	100	4	104	91	91	0	101	98
Cc1ccc(C(=O)NC(=S)NNC(=O)c2ccccc2[N+](=O)[O-])cc1	102	20	108	106	106	3	108	106
COc1ccc(S(=O)(=O)NNC(=O)Nc2ccc(C)cc2C)c(OC)c1	100	4	87	104	103	25	94	110
C=CCN1CCc2c(cc(O)c(O)c2Br)[C@@H](c2ccccc2)C1	88	-8	102	104	108	3	89	96
CCN(CC(=O)Nc1cc(Cl)ccc1C)C(=O)CCc1nc2ccccc2c(=O)[nH]1	96	-6	104	110	95	1	99	94
Cc1ccc(CC(=O)NNC(=O)c2ccncc2)cc1C	99	3	109	95	100	2	105	100
C[C@@H]1O[C@@H](OC2C(O)C(OCCc3ccc(O)c(O)c3)OC(CO)C2OC(=O)/C=C/c2ccc(O)c(O)c2)[C@H](O)[C@H](O)[C@H]1O (stereo partly drawn)	107	0	104	112	99	0	104	98
CCn1cc(C(=O)NC2CC(C)(C)Cc3c2cnn3-c2cccc(F)c2)cn1 (stereo not drawn)	114	-7	126	103	103	0	112	91
O=C(CCN1CCN(Cc2ccccc2)CC1)Nc1cccc(Cl)c1	102	13	95	105	99	8	96	93
O=C(O)c1cccc(NC(=O)C2C3C=CC(C3)C2C(=O)O)c1 (stereo not drawn)	120	-8	104	94	102	0	99	99
O=C(O)CNC(=S)N(Cc1cccs1)C1CCCCC1	101	6	106	98	96	2	99	102
CCOCCCn1c(=S)[nH]c2cc(C(=O)NCCOC)ccc2c1=O	104	14	97	96	97	0	102	100
O=C(CCc1ccccc1)Nc1ccnn1C1CCN(Cc2ncc[nH]2)CC1	96	-2	86	95	95	3	90	95
C=CCn1c(SCC(=O)Nc2ccc(N3CCOCC3)cc2)nc2ccccc2c1=O	101	-8	94	98	104	14	99	99
C/C(=N\NC(=O)c1cccc(S(=O)(=O)N2CCCC2)c1)c1cccs1	107	-1	108	86	104	0	112	105
CC(=O)Nc1sc(/C(C#N)=C\c2cccc(Cl)c2)nc1-c1ccc(C)cc1	98	i	102	100	88	2	98	92

In another format: results already given
mol,MEP2 TOR yeast,VLA-4 inh,LAP4-GFP MLPCN,Yeast superoxide,CIT2-GFP yeast,GRK2 aptamer HTS,AGP1-GFP MLPCN,RPL19A-GFP yeast
CC(=O)Nc1nnc(COc2ccc(Cl)cc2)s1,104,14,107,114,103,4,90,103
COc1cccc(CN(C)C(=O)c2cc(S(=O)(=O)N3CCCCCC3)ccc2OC)c1,100,4,104,91,91,0,101,98
OCC1(CCc2ccccc2)CCCN(CCCc2ccccc2)C1 (stereo not drawn),100,-6,85,99,104,0,93,100
CCOCCCn1c(=S)[nH]c2cc(C(=O)NCCOC)ccc2c1=O,104,14,97,96,97,0,102,100
O=C(O)CNC(=S)N(Cc1cccs1)C1CCCCC1,101,6,106,98,96,2,99,102

More records follow:
SMILES	MEP2 TOR yeast	VLA-4 inh	LAP4-GFP MLPCN	Yeast superoxide	CIT2-GFP yeast	GRK2 aptamer HTS	AGP1-GFP MLPCN	RPL19A-GFP yeast
O=C(COC(=O)CN1C(=O)C2CCCCC2C1=O)Nc1cc(S(=O)(=O)N2CCOCC2)ccc1Cl (stereo not drawn)	138	6	98	95	93	0	105	109
Oc1ccccc1CN1CCCN(Cc2ccccc2O)C1	103	1	98	107	115	0	105	106
Cc1cc(Oc2ccccc2)nc(N)n1	99	8	105	109	108	0	112	108
O=C(Nc1ccc(-c2nnn(CC(=O)N3CCN(C(=O)c4ccco4)CC3)n2)cc1)c1ccc(F)cc1	103	6	109	107	112	3	109	98
CN(C)C(=O)c1nnc(Cc2ccc(Cl)cc2)o1	110	18	108	101	88	0	101	96
COC(=O)C1(C)NC(=O)c2ccccc2N1 (stereo not drawn)	114	2	113	108	98	2	109	96
CN1CCN(c2ccc(NC(=O)c3cc([N+](=O)[O-])ccc3N3CCOCC3)cc2)CC1	102	3	82	113	109	0	105	113
Cc1cccc(N2C(=O)CC(N3CCN(Cc4ccc5c(c4)OCO5)CC3)C2=O)c1 (stereo not drawn)	98	4	96	94	91	0	94	93
c1ccc(CNc2nc(-c3cccnc3)nc3ccccc23)cc1	101	-4	84	98	104	0	97	106
CC1CC(C)(C)CC2(C1)NC(=O)N(CC(=O)NCc1ccccc1F)C2=O (stereo not drawn)	101	25	109	91	94	3	107	98
CS(=O)(=O)c1cccc(C(=O)Nc2ccc(-c3nc4ccccc4[nH]3)cc2)c1	101	24	103	106	89	2	37	102
CC1CCCN(C(=O)CCS(=O)(=O)c2cc3c(cc2Cl)NC(=O)CO3)C1 (stereo not drawn)	95	-4	94	91	97	0	98	95
COc1ccc2oc(=O)c(C(=O)Oc3ccc(NC(C)=O)cc3)cc2c1	94	4	93	110	85	0	91	92
CCOC(=O)c1c(NC(=O)CSc2cn(CC)c3ccccc23)sc2c1CCC2	108	9	124	93	104	3	109	105
Nc1nc(CSCCO)nc(Nc2ccccc2)n1	98	-12	99	97	113	7	102	97
Cc1cc(C)cc(NC(=S)N2CCC(N(C)CC3CCCO3)CC2)c1 (stereo not drawn)	92	17	106	106	113	0	113	99
CCCCCCCC(=O)OCC(=O)[C@@]1(O)CC[C@H]2[C@@H]3CCC4=CC(=O)CC[C@]4(C)[C@H]3[C@@H](O)C[C@@]21C	99	-3	127	119	76	3	84	99
C=CCSC1=N/C(=C\c2cc(OC)c3c(c2)OCO3)C(=O)S1	104	-3	101	101	101	0	104	97
N#Cc1cc[n+](CC(=O)c2ccc(NC(=O)c3ccccc3)cc2)cc1	104	-2	112	104	102	0	102	94
Cc1cccnc1NC(=O)C1COc2ccccc2O1 (stereo not drawn)	82	0	84	90	91	0	90	90
COc1ccc2c(c1)OC[C@H]1[C@H]2N2C(=O)c3cc(Cl)ccc3NC(=O)[C@@]2(C)[C@H]1c1ccccc1	103	2	118	103	80	5	93	102
CCN(C[C@H]1N[C@@](CC)(C(=O)OC)[C@H]2C(=O)N(C)C(=O)[C@@H]12)C(=O)Nc1ccccc1	105	-7	110	100	110	0	107	105
O=C(Nc1nc(-c2ccc(Cl)s2)cs1)c1ccccc1	96	8	131	101	82	1	86	94
COC(=O)C1=C(CSc2nc3ccccc3o2)NC(=O)NC1c1cc(C)ccc1C (stereo not drawn)	95	6	90	112	101	0	96	96
CCC(C)C(NC(=O)OC(C)(C)C)C(=O)NC(C)C(N)=O (stereo not drawn)	109	8	101	104	104	0	101	103
CCOc1ccc(NC(=O)[C@@H](NC(=O)OCc2ccccc2)[C@@H](C)CC)cc1	103	-8	97	115	103	1	106	100
CCNC(=O)/C(=C/c1ccc2c(c1)OCO2)NC(=O)c1ccc(Br)cc1	103	-27	98	107	102	2	105	99
Cc1cccc(OCCCn2c(=O)oc3ccc(C)cc32)c1	104	-4	110	91	107	2	106	98
O=C(NCc1ccccc1)c1ccc2c(=O)n3c(nc2c1)CCCCC3	100	21	106	86	107	3	105	97
COc1ccc(CC(NC(C)=O)C(=O)NC2CCN(C(=O)NCc3ccccc3)CC2)cc1 (stereo not drawn)	94	-5	98	96	95	0	101	95
CC(C(=O)N1c2ccccc2CC1C)N1CCN(S(=O)(=O)c2ccccc2F)CC1 (stereo not drawn)	94	-25	100	146	100	0	96	100
NS(=O)(=O)c1ccc2nc(NC(=O)Nc3ccc(F)cc3)sc2c1	101	-2	110	104	102	5	103	101
COc1ccc(/C=C/C(=O)OCC(=O)NC2CCCC2)cc1	100	21	96	106	93	0	94	93
CCN(CC)CCN1C(=O)c2ccccc2NC1c1ccc(Br)cc1 (stereo not drawn)	91	4	93	113	100	0	95	93
Cc1cs/c(=N/C(=S)Nc2ccccc2)n1C	98	7	109	91	101	1	104	102
O=C(Nc1cc(Cl)cc(Cl)c1)C1C2C=CC3(O2)C1C(=O)N(CCCN1CCOCC1)C3C(=O)NC1CCCCC1 (stereo not drawn)	102	8	99	111	111	28	100	108
CC(C)c1nc(SCC(=O)Nc2c[nH]c(=O)[nH]c2=O)c2cnn(-c3ccccc3)c2n1	97	-5	100	102	99	0	97	94
Cn1cccc1C(=O)OCc1ccc(F)cc1	112	28	100	100	104	0	100	108
COc1cc2c(C(=O)N3CCN(c4ccccc4F)CC3)cn(C)c(=O)c2cc1OC	104	-5	115	95	98	3	108	101
Cc1ccc(CNC(=O)CCCc2cn(C)c3ccccc23)cc1	103	42	98	118	94	4	99	99
Cn1cnnc1SCc1ccc(C(=O)N/N=C/c2cccs2)cc1	99	22	94	119	99	0	102	97
O=C(CCSc1ccccc1)NCCSc1ccccn1	100	3	106	114	84	0	99	96
O=C(Nc1ccc(NC(=O)c2ccc([N+](=O)[O-])cc2[N+](=O)[O-])cc1)c1ccco1	101	-6	91	104	100	0	100	100
CCC(CCCO)CCC[C@H](C)CCC1OCCO1 (stereo partly drawn)	91	15	123	86	90	2	95	97
NC(=O)NC(=O)COC(=O)CCSc1ccccc1	100	9	99	89	110	0	108	97
COc1ccc2occ(C(=O)c3ccc(N)cc3)c2c1	110	8	104	96	92	0	93	108
CCOc1ccc(NC(=O)CSc2nc(=O)n(Cc3cccnc3)c3c2CCC3)cc1	96	0	108	93	107	0	105	98
O=C(C1=C(O)C(=O)N(CCc2ccccc2)C1c1cccnc1)c1ccco1 (stereo not drawn)	105	-8	105	104	109	3	107	108
CCCn1c(=O)c2sccc2n2c(CCCC(=O)NC3CCN(Cc4ccccc4)CC3)nnc12	108	10	118	78	113	0	107	103
Cc1ccc(C(C)C)c(OCc2ccc(-c3nnco3)cc2)c1	101	i	100	99	105	1	100	102
Cn1c(NCc2ccccc2O)nc2ccccc21	107	-8	110	94	105	45*	103	101
Cc1ccc(-c2noc(CCC(=O)NC3CCCC3)n2)cc1	98	-12	93	100	86	0	92	102
O=C1CC(SCc2nc3ccccc3[nH]2)C(=O)N1c1ccc(F)c(Cl)c1 (stereo not drawn)	91	0	91	96	91	0	93	95
O=c1[nH]c(Nc2ccc3c(c2)OCCO3)nnc1Cc1ccccc1	101	23	111	109	103	0	103	98

Screening data from PubChem BioAssay.
